LDHA inh: inhibitors of human lactate dehydrogenase A; activity change, % (values are at about 110 or 230 µM); P00338; 0.15% of 480,000 active; purified LDHA, NADH/diaphorase-resazurin fluorescence; hits give low values; in the data active = activity change below about -30%; inconclusive = mostly about -25% to -30%;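 note: plate controls were DMSO wells for no effect and wells without enzyme for full effect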
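LDH5 2 nM; NADH 0.06 mM, pyruvate 0.2 mM; 200 mM Tris pH 7.4, EDTA, Tween-20; 5 min RT. Detection: diaphorase 0.133 mg/mL + resazurin 37 µM, fluorescence ex540/em590 at 0 and 20 min; normalized to enzyme-free and DMSO wells.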
mIDH1 inhibitor: inhibitors of human mutant IDH1 R132H; O75874; IDH1-R132H enzyme, NADPH consumption, diaphorase/resazurin fluorescence; Potency, µM (highest dose often 76.6 µM), inactives show top-dose activity change, negative = inhibition, usual class: inhibitors; 0.093% of 390,000 active; note: potency is the fitted concentration of half-maximal effect; % is set by controls: 0 for no effect and ±100 for the full control effect; nearly all actives have a fitted effect of over 65% in size
Target sequence (O75874 whole entry R132H, stated change not applied): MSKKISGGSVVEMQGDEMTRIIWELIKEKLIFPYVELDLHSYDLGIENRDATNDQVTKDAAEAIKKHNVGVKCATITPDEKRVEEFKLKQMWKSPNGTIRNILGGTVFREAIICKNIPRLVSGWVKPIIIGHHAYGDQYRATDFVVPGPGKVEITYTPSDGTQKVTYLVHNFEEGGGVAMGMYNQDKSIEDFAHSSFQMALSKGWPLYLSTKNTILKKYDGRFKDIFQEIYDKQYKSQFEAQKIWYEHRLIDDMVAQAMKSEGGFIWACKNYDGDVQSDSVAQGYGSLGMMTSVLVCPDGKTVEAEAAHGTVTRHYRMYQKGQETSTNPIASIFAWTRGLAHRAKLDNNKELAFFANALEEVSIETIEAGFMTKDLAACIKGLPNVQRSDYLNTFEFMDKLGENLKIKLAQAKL
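IDH1-R132H (0.5 ug/mL dispensed) in pH 7.5 Tris buffer was preincubated 30 min with compound, then given a substrate mix of 0.016 mM NADPH and 2 mM alpha-KG for 80 min at room temperature; remaining NADPH was read by diaphorase/resazurin fluorescence.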
USP1-UAF1 inh: blocks the human USP1/UAF1 deubiquitinase complex | Potency, µM (top dose mostly 57.1 µM), for the others: at the top dose activity change, negative = inhibition, most hits filed as inhibitors | recombinant USP1/UAF1, Ub-Rhodamine cleavage fluorescence | 0.23% of 390,000 active | O94782 | AID 743255; note: potency is the fitted concentration of half-maximal effect; % is set by controls: 0 for no effect and ±100 for the full control effect; nearly all actives have a fitted effect of over 60% in size; inactives centre near -12
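Step one: compound is pinned into 1nM USP1/UAF1 in HEPES pH 7.8 buffer with TCEP. Step two: 15 min room-temperature incubation. Step three: Ub-Rho (150nM final) starts cleavage, tracked by fluorescence over six one-minute reads.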
Vif-APOBEC3G blk: Vif-A3G binding inhibition | 0.076% of 410,000 active | AID 602310 | Potency, µM (top dose mostly 46.1 µM), inactives show top-dose activity, negative = active, actives largely listed as inhibitors | HeLa A3G-eYFP + Vif (tagged APOBEC3G with the HIV-1 protein that degrades it), YFP fluorescence, overnight | Q9HC16;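 note: potency is the fitted concentration of half-maximal effect; % is set by controls: 0 for no effect and ±100 for the full control effect; nearly all actives have a fitted effect of over 60% in size; hits raise eYFP signal because A3G escapes Vif-driven loss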
Target sequence (Q9HC16 whole entry, looked up): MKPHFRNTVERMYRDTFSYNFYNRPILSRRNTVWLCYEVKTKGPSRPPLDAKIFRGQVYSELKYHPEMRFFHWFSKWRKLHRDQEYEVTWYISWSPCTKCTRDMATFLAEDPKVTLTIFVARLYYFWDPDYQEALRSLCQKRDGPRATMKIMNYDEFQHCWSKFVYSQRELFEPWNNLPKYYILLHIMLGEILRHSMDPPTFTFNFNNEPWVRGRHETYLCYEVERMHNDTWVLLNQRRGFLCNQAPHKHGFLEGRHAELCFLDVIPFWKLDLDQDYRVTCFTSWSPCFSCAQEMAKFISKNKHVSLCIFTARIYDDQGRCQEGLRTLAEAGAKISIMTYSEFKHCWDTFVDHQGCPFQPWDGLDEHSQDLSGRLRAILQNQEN
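HeLa cells stably expressing Vif and C-terminally eYFP-tagged A3G, seeded overnight at 37 deg C, then exposed to compound by pintool overnight at 37 deg C. Rise in yellow fluorescence (Ex 488/Em 500-530, Acumen) marks blocked Vif-driven A3G degradation.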
GRP78 ERSR act: inducers of ER stress response in human glioma cells; U87-MG GRP78 promoter luciferase reporter, 16 h; Potency, µM, for inactives: at the top dose activation, usual class: activators; 0.02% of 420,000 active; AID 602332; note: potency is the fitted concentration of half-maximal effect; series mostly up to about 76 µM; % of control where 0% means no effect; nearly all actives have a fitted effect of over 35% in size
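Stably transfected U87-MG glioma cells carrying a GRP78-based luciferase sensor; 16 h compound incubation. Luminescence end-point read 10 min after Bright-Glo addition at room temperature.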
PI4K2A inh: inhibitors of human PI4K2A; 0.13% of 420,000 active; AID 1346378; activity change, negative = inhibition, % at 76.9 µM; purified PI4K2A, ADP-Glo luminescence, 1 h; hits give low values; in the data active = activity change below about -50%; inconclusive = mostly about -30% to -49%;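 note: -100% = wells without enzyme as full effect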
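Compounds are screened against recombinant PI4K2A using PI as substrate and ATP, the latter dispensed at 300 microM. Reactions run one hour at ambient temperature before ADP-Glo detection; full inhibition defined by wells lacking enzyme.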
Vif-APOBEC3F blk: Vif-A3F binding inhibition; HeLa A3F-eYFP + Vif (tagged APOBEC3F with the HIV-1 protein that degrades it), YFP fluorescence increase; 0.2% of 390,000 active; AID 602313; Potency, µM (highest dose often 46.1 µM), without a hit: top-dose activity, negative = active; note: potency is the fitted concentration of half-maximal effect; % of control where 0% means no effect; nearly all actives have a fitted effect of over 65% in size
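HeLa cells stably expressing A3F-eYFP plus Vif, plated and incubated overnight at 37 deg C, then exposed to compounds overnight at 37 deg C. Blocked degradation read as raised yellow fluorescence (Ex 488/Em 500-530).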
TrxR1 substrate: is turned over as a substrate by rat TrxR1. purified TrxR1 substrate turnover, NADPH consumption readout. Potency, µM (highest dose often 114 µM), for the others: at the top dose activity change, negative = substrate turnover. 0.01% of 390,000 active. AID 588456; note: potency is the fitted concentration of half-maximal effect; % is set by controls: 0 for no effect and ±100 for the full control effect; nearly all actives have a fitted effect of over 50% in size
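Rat TrxR1, dispensed at 90 nM, was prereduced with 400 uM NADPH (final) for 5 min at ~22 deg C, then incubated with compound 15 min before 400 uM selenite. A first-read NADPH fluorescence drop versus no-compound background flagged substrates.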
RXFP1 ag: activates the human relaxin receptor RXFP1; Q9HBX9; AID 2676; HEK293T-RXFP1 cAMP TR-FRET, 30 min; response scale: percent of porcine relaxin response, buffer zero; 0.3% of 370,000 active; Potency, µM (series often up to 57.5 µM), for the others: at the top dose activation, usual class: activators; note: potency is the fitted concentration of half-maximal effect; % is set by controls: 0 for no effect and ±100 for the full control effect; nearly all actives have a fitted effect of over 60% in size; many of its hits are not listed in these tables
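Agonist response is measured as cAMP accumulation in an RXFP1-transfected HEK293T line under PDE4 inhibition. Values are scaled between buffer-only and 29 nM porcine relaxin, and EC50s come from standard Hill equation fits.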
* marks the source's active call; other numbers are inactive results; ? = inconclusive; / = not tested or not shown; & = joins results of further samples; [ ] = remark or other dose. Unless noted, calls come from the whole dose curve; as a rule, active = well fitted curve in the direction sought with a large enough effect; inconclusive = small, poorly fitted or top-dose-only effect, or another doubt; inactive = no such curve, though single readings can be large; an effect the other way counts as inactive or inconclusive. A portion of the library; count on the stated rates, not on these rows.

SMILES	LDHA inh	mIDH1 inhibitor	USP1-UAF1 inh	Vif-APOBEC3G blk	GRP78 ERSR act	PI4K2A inh	Vif-APOBEC3F blk	TrxR1 substrate	RXFP1 ag
O=C(COC(=O)c1cccc(O)c1)Nc1ccc(OC(F)F)cc1	2	25%	-14%	2%	-2%	3	1%	-3%	2.8%
Cc1cccc(OCC(=O)N(Cc2ccc(C(C)(C)C)cc2)Cc2ccco2)c1	5	5%	-9%	-7%	-7%	3	-2%	-5%	-1.7%
Cn1c(=O)c2c(nc(Oc3ccccc3Cl)n2C)n(C)c1=O	-19	-7%	-11%	-6%	-7%	-1	0%	-1%	0.0%
CC1=[N+](C)N(c2ccccc2)C(=O)C1N=Cc1ccc(Cl)cc1 (configuration not stated)	-1	10%	-22%	-4%	?	-3	-6%	-7%	3.1%
COC(=O)C1C(C(C)C)N(c2ccccc2)OC1(C)O (configuration not stated)	6	-4%	-22%	-1%	-1%	-2	-1%	1%	0.8%
O=C(NCc1cccc(C(F)(F)F)c1)C1CC(c2c(Cl)cccc2Cl)=NO1 (configuration not stated)	5	4%	-15%	-19%	-6%	-3	1%	8%	12%
CCOC(=O)C1(C)CCCN(C(=O)c2c(F)ccc(C)c2F)C1 (configuration not stated)	-5	/	/	0%	-2%	3	/	/	/
COc1cccc(NC(=O)C(=O)N/N=C(\C)CC(=O)Nc2ccc(NC(C)=O)cc2)c1	-5	2%	-30%	0%	3%	-6	11%	11%	3.9%
COc1ccc(-n2c(C)c(C)c3c(NCCN(C)C)ncnc32)cc1	2	1%	-2%	-8%	0%	-1	0%	1%	1.9%
O=C(NC1CCN(Cc2ccccc2)CC1)C1CCN(c2nnc(-n3cccc3)s2)CC1	-4	-2%	5%	0%	0%	-1	2%	-3%[57.1 µM]	-0.4%
CCOC(=O)NC(=O)CSc1nnnn1-c1ccc(Cl)cc1	-18	15%	-3%	3%	2%	2	-7%	6%	-1.7%
CCc1ccc(NC(=S)N2CCCC(C(F)(F)F)C2)cc1 (configuration not stated)	-8	-2%	-10%	-6%	5%	8	0%	-1%	-0.4%
CCn1c(OC)nc2c1c(=O)n(C)c(=O)n2C	-5	-3%	-17%	0%	-4%	1	5%	0%[57.1 µM]	-2.7%
NC(=O)C1CCN(C(=O)CSc2ccccn2)CC1	-3	0%	-10%	2%	0%	4	2%	10%	0.9%
COC(=O)C1C(=O)C2=C(CC1C)NC(C)=C(C(=O)OC(C)C)C2c1ccc(OC)c(O)c1 (configuration not stated)	-1	7%	-11%	0%	-6%	-5	-8%	-3%[57.1 µM]	1.2%
O=C(Nc1ccc2nn(-c3ccccc3)nc2c1)c1cc2ccccc2o1	-7	0%	0%	-2%	-4%	-2	3%	10%	0.4%
C[C@@]12C(=O)N(Cc3ccccc3)CC(=O)N1[C@H]1c3cc(Cl)ccc3OC[C@@H]1[C@@H]2c1ccccc1	0	-4%	-15%	1%	-4%	-1	-1%	2%	0.6%
CN(C(=O)CSc1nnc(-c2cccc(F)c2)n1N)C1CCS(=O)(=O)C1 (configuration not stated)	-1	7%	5%	-1%	-8%	1	3%	5%[57.1 µM]	0.5%
COc1ccc(OC)c(NC(=O)Cc2c(C(=O)O)[nH]c3ccc(Cl)cc23)c1	-18	-5%	-15%	-1%	-2%	-7	4%	-2%	-4.7%
O=C(CSc1n[nH]c(-c2ccccc2Cl)n1)NCCc1ccccc1	4	7%	-16%	5%	-1%	-3	-9%	-1%[57.1 µM]	-1.3%
CCn1c(SCCOc2ccc(Cl)cc2)nnc1-c1cccs1	2	11%	?	4%	-5%	4	/	7%	3.3%
CCN1C(=O)c2ccccc2Sc2ccc(NC(=O)Nc3ccccc3OC)cc21	-6	-8%	-22%	0%	-2%	-3	5%	0%[57.1 µM]	-0.4%
COc1ccc(CCOC2OC(CO)C(OC(=O)/C=C/c3ccc(O)c(OC)c3)C(O[C@H]3O[C@@H](C)[C@H](O)[C@@H](O)[C@H]3O)C2O)cc1O (some centres not stated)	6	0%	-10%	0%	-1%	1	-1%	4%[57.1 µM]	/
COc1ccc(-n2c(COc3ccc(Cl)cc3)nnc2SCc2ccc(C#N)cc2)cc1	-4	3%	-18%	2%	-2%	-13	-2%	2%	0.3%
COc1ccc(CN2CCN(C(=O)CC(C)C)CC2)cc1OC	-17	2%	5%	5%	-3%	3	9%	-13%	-3.3%
O=C(Nc1cccnc1)c1ccccc1Oc1ccccc1	1	11%	-4%	2%	-3%	1	5%	-2%[57.1 µM]	0.1%
CN1C(=O)c2cccc3c(S(=O)(=O)NCc4ccco4)ccc1c23	16	12%	-15%	-1%	-2%	2	3%	12%[57.1 µM]	1.8%
CS(=O)(=O)N1N=C(c2ccccc2)CC1c1cccs1 (configuration not stated)	3&-2	3%	-9%	0%	3%	0	-9%	-10%	0.8%
O=C(Nc1ccnn1C1CCN(C(=O)c2ccc(F)c(Cl)c2)CC1)C1CC1	0	9%	-7%	2%	0%	-1	-3%	1%	2.1%
Nc1cccc(-c2nc3ccc(N)cc3s2)c1	17	5%	-16%	-14%	-12%	?	0%	391%[activator]	14%
Cc1ccc(S(=O)(=O)N2C[C@H]3C(=O)C[C@@H](c4ccccc4)N(S(=O)(=O)c4ccc(Br)cc4)[C@H]3C[C@H]2c2ccccc2)cc1	-8	/	/	-7%	-4%	2	/	/	/
CCCCCO	3	24%	10%	0%	-3%	3	0%	0%	0.0%
CCC(CC)C(=O)Nc1ccc(S(=O)(=O)N2CCC(c3nc4ccccc4s3)CC2)cc1	-6	0%	0%	-4%	-2%	-2	7%	-3%	0.1%
CC(C)(C)OC(=O)C[C@H]1C/C=C\C[C@@H](CC(=O)N(CCO)Cc2ccccc2)C(=O)N[C@@H](Cc2ccccc2)COC1=O	-1	18%	-23%	-2%	-3%	0	2%	3%	/
C=CCNC(=O)c1onc(CSc2ccccc2)c1C(=O)NCC=C	-4	7%	-9%	-6%	-3%	6	0%	-4%	/
O=C(Nc1ccccc1C(=O)Nc1ccncc1)c1ccc([N+](=O)[O-])cc1	-5	11%	-20%	-8%	1%	0	1%	-1%[57.1 µM]	3.0%
CCOc1nc(-c2ccc(OC)cc2)ccc1-c1noc(-c2ccncc2)n1	-3	-1%	-1%	2%	-2%	2	-4%	-6%	6.8%
C/C(=N\NC(=O)c1cc2c(s1)CCC(C)C2)c1cccnc1 (configuration not stated)	3	-3%	-28%	-8%	7%	1	0%	-8%	-0.3%
CC(C)c1onc(C(=O)N2CCOCC2)c1[N+](=O)[O-]	-12	13%	-9%	-6%	-3%	-2	1%	-5%[57.1 µM]	-1.3%
O=[N+]([O-])c1ccc(C2=CSC3=NCCN23)cc1	0	5%	-13%	1%	0%	-5	12%	-22%[57.1 µM]	/
Cc1ccc(S(=O)(=O)Nc2ccc(Cl)cn2)cc1C	-7	12%	-23%	0%	-5%	11	23%	4%	1.8%
CC1CN(C(=S)SCC(=O)c2ccccc2)CC(C)O1 (configuration not stated)	-5	1%	-7%	-5%	3%	-2	2%	-14%	0.0%
Fc1ccc(C2c3[nH]c4ccccc4c3CCN2CCCn2cccn2)cc1 (configuration not stated)	4	-4%	-7%	-5%	-4%	4	-5%	18%	-0.6%
CCN(CC)C(=S)SC1=CCS(=O)(=O)C1	2	9%	-9%	1%	0%	-10	-14%	-21%[57.1 µM]	0.2%
CCOCc1ccccc1Nc1ncnc2onc(-c3ccc(Cl)cc3)c12	6	12%	-17%	0%	-1%	4	1%	4%	-0.1%
CN(C)CCCN(C(=O)c1ccc(S(=O)(=O)N2CCc3ccccc32)cc1)c1nc2ccc(Cl)cc2s1	-10	4%	-6%	-19%	-10%	-9	-6%	0%	-1.3%
O=c1c2oc3ccccc3c2n(Cc2ccccc2F)c(=O)n1Cc1ccccc1	-11	0%	-6%	2%	-4%	1	2%	-2%	-1.9%
Cc1cc(C)c(C)c(S(=O)(=O)N2CCN(C)CC2)c1C	-6	-8%	-7%	-3%	-3%	9	-15%	-4%	1.1%
CC1(C)CC(=O)c2cc(OCC(=O)NCC3CCCO3)ccc2O1 (configuration not stated)	-1	13%	2%	1%	-1%	-5	-3%	265%[activator]	1.6%
CC(SC1=NCCN1S(=O)(=O)c1ccccc1)c1ccccc1 (configuration not stated)	-8	23%	-24%	-6%	-6%	6	5%	-5%	2.4%
CCN(CC)c1ccc(N2C(=O)/C(=C/c3ccccn3)SC2=S)cc1	2	0%	-4%	-1%	-5%	-1	13%	0%[57.1 µM]	0.2%

A portion taken from the entries so far, for reference:
SMILES	LDHA inh	mIDH1 inhibitor	USP1-UAF1 inh	Vif-APOBEC3G blk	GRP78 ERSR act	PI4K2A inh	Vif-APOBEC3F blk	TrxR1 substrate	RXFP1 ag
CN(C)CCCN(C(=O)c1ccc(S(=O)(=O)N2CCc3ccccc32)cc1)c1nc2ccc(Cl)cc2s1	-10	4%	-6%	-19%	-10%	-9	-6%	0%	-1.3%
O=c1c2oc3ccccc3c2n(Cc2ccccc2F)c(=O)n1Cc1ccccc1	-11	0%	-6%	2%	-4%	1	2%	-2%	-1.9%
